Screening data as filed in PubChem.
SMARCA2 act: SMARCA2 function activation, primary screen | MG213 cells, MMTV-luciferase reporter, dexamethasone, overnight | activation, % at 9.1 µM | 370,000 compounds, 1% hits | AID 652017; in the data active = activation above about 7.8%;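 also: 0% = vehicle wells and 100% = reference activator wells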
DAX1 inh-1: DAX1 (NR0B1) inhibition, primary screen | inhibition, % at 6.8 µM | 370,000 compounds, 1.1% hits | AID 652010 | HEK293T StAR-luciferase reporter, SF-1/DAX-1 repression relief;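 active = inhibition above the mean over all tested compounds plus 3 SD, cut at about 3.6% in these data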;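 also: 0% = DAX-1 cells with DMSO and 100% = cells lacking DAX-1 with DMSO; higher inhibition means more luminescence from relief of DAX-1 repression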
Rev-erbA mod: modulators of human Rev-erb alpha DNA binding. Rev-erbα–FITC-DNA binding, fluorescence polarization, 90 min. 370,000 compounds, 0.79% hits. activity, % at 10 µM;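 active = activity above about 14%, limit read from the data; passing the limit was not always enough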;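 also: 0% = DMSO wells with 35 nM protein and 100% = DMSO wells with 750 nM protein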
ssDAF12 agonist: S. stercoralis DAF-12 activation, primary screen. 370,000 compounds, 1% hits. HEK293 ssDAF-12/GRIP1 lit1-tk-luc reporter, luminescence; % of 3 µM dafachronic acid response. activation, % at 6.8 µM;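 active = activation above the mean over all tested compounds plus 3 SD, cut at about 0.9% in these data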;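 also: 0% = DMSO-only wells and 100% = 3 µM delta7-dafachronic acid wells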
hgDAF-12 ag: agonists of H. glycines DAF-12 nuclear receptor. HEK293 GAL4-hgDAF12 UAS-luciferase reporter, agonist luminescence; normalized to butyrate control. activation, % at 6.8 µM. 370,000 compounds, 1.8% hits;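 active = activation above a cutoff set at the mean of all screened compounds plus 3 SD, cut at about 10% in these data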;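 also: 0% = DMSO wells and 100% = sodium butyrate wells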
PLC-beta3 inh: inhibitors of human phospholipase C beta3 | Purified PLC-beta3, fluorogenic substrate, fluorescence | inhibition, % at 12.2 µM | 370,000 compounds, 0.18% hits | Q01970; in the data active = inhibition above about 11%;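 also: 0% = median of compound wells on plate and 100% = full blocker control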
Target sequence (Q01970 whole entry, looked up): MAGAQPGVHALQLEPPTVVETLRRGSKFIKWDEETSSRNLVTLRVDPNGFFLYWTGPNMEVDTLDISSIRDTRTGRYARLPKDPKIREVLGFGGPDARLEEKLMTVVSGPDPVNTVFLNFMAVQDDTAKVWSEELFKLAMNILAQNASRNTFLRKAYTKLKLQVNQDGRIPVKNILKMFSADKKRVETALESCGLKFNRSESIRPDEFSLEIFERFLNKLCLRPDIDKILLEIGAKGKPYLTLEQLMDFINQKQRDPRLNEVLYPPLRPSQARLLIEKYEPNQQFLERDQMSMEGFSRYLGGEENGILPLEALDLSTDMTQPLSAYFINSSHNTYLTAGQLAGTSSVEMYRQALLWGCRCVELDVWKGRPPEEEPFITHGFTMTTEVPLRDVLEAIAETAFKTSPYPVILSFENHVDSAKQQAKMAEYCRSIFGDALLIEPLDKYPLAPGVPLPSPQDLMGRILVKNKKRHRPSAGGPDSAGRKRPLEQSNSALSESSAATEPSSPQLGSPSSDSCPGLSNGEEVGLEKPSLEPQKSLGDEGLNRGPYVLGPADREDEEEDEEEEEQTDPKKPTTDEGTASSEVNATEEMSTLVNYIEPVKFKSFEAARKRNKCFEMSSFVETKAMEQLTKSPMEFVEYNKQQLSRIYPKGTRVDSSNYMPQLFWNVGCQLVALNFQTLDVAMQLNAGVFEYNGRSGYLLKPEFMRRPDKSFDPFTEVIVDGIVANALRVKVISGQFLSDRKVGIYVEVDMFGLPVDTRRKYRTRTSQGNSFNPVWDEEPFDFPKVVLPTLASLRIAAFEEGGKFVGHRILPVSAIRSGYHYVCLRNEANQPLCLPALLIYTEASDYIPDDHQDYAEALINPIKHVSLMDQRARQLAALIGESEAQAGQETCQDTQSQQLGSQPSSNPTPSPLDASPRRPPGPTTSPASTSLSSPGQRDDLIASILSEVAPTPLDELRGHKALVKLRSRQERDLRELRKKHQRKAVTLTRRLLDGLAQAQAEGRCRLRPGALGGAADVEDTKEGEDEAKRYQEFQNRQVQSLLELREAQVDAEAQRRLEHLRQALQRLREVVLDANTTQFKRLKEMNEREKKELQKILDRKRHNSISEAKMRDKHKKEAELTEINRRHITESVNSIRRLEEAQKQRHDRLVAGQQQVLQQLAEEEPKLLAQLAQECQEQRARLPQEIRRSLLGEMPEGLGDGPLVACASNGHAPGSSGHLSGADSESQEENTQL
DAX1 inh-2: inhibitors of human orphan nuclear receptor DAX1 (NR0B1). inhibition, % at 6.75 µM. HEK293 Gal4-DAX1 luciferase reporter, luminescence. P51843. AID 504766. 340,000 compounds, 0.99% hits;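 active = inhibition above the mean over all tested compounds plus 3 SD, cut at about 4.2% in these data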;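 also: 0% = DAX1-transfected cells with DMSO and 100% = empty-vector control cells with DMSO; inhibition shows as a rise in luminescence from relieved DAX1 repression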
HGIII-sPLA2 inh: Inhibits HGIII-sPLA2 liposome hydrolysis, primary screen; Q9NZ20; QFRET BODIPY PC-A2 liposome hydrolysis, fluorescence; inhibition, % at 12.2 µM; 370,000 compounds, 0.56% hits;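 active = inhibition above mean plus 3 SD of compounds lying within the high and low control bounds, cut at about 19% in these data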;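 also: 0% = median of test compound wells and 100% = no enzyme DMSO wells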
hcDAF-12 act: activators of H. contortus DAF-12 nuclear receptor | HEK293 hcDAF-12 lit1-tk-luc reporter, luminescence; 0% DMSO, 100% Δ7-dafachronic acid | activation, % at 6.8 µM | 370,000 compounds, 1.4% hits | AID 652067;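 active = activation above the mean of all tested compounds plus 3 SD, cut at about 5.5% in these data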;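 also: 100% = response to 3 µM Δ7-dafachronic acid high control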
GAA850 FXN act: increases GAA850 frataxin promoter reporter activity. HEK293 lucGAA850 FXN promoter luciferase reporter, 24 h; percent of 10 µM SAHA response. activation, % at 6 µM. 360,000 compounds, 0.56% hits. AID 540364;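 active = activation above the average of all compounds screened plus 3 SD, cutoff fixed separately per campaign, cut at about 7.5% in these data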;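 also: 0% = DMSO wells and 100% = 10 µM SAHA wells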
PG9 binder: binds the HIV-1 gp120 antibody PG9. 360,000 compounds, 0.43% hits. AID 624416. TR-FRET gp120-PG9 antibody binding. inhibition, % at 6.7 µM; in the data active = inhibition above about 8.5%
The depositor's hits bear a star; i = inactive; . = no result given. Compounds as they come, and some 7% of all compounds hit somewhere here.

The opening 2 compounds, to show the layout:
SMILES | SMARCA2 act | DAX1 inh-1 | Rev-erbA mod | ssDAF12 agonist | hgDAF-12 ag | PLC-beta3 inh | DAX1 inh-2 | HGIII-sPLA2 inh | hcDAF-12 act | GAA850 FXN act | PG9 binder
Cn1c(=O)n(C)c2cc(/C=N/NC(=O)c3ccc(Cl)cc3Cl)ccc21 | 1 | 0.0 | 1 | -1.0 | -3.0 | -36 | 2.3 | 1 | -1.9 | 5.1 | -1.8
Cc1cnc(C)c(Nc2nc(C(N)CCc3ccccc3)cs2)n1 (stereo not given) | -5 | -0.6 | 2 | -1.5 | 1.1 | -11 | . | 13 | 2.6 | -1.1 | 0.0

The whole of this part, repeating the preview:
SMILES | SMARCA2 act | DAX1 inh-1 | Rev-erbA mod | ssDAF12 agonist | hgDAF-12 ag | PLC-beta3 inh | DAX1 inh-2 | HGIII-sPLA2 inh | hcDAF-12 act | GAA850 FXN act | PG9 binder
Cn1c(=O)n(C)c2cc(/C=N/NC(=O)c3ccc(Cl)cc3Cl)ccc21 | 1 | 0.0 | 1 | -1.0 | -3.0 | -36 | 2.3 | 1 | -1.9 | 5.1 | -1.8
Cc1cnc(C)c(Nc2nc(C(N)CCc3ccccc3)cs2)n1 (stereo not given) | -5 | -0.6 | 2 | -1.5 | 1.1 | -11 | . | 13 | 2.6 | -1.1 | 0.0
C=CCn1c(-c2csc3c2CCC(C)C3)n[nH]c1=S (stereo not given) | 0 | -0.9 | 7 | -0.9 | -1.4 | 1 | -0.4 | 21* | -0.2 | 1.9 | 1.1
COC(=O)c1ccccc1NC(=O)c1ccc(COc2cc(C)cc(C)c2)o1 | -3 | -0.3 | -2 | -1.4 | 0.2 | 1 | -0.4 | 7 | -1.4 | -0.2 | 3.0
Cc1ccc(NC(=O)CCC(=O)OCC(=O)c2ccc(Oc3ccc([N+](=O)[O-])cc3)cc2)cc1C | -2 | -0.5 | -4 | -1.9 | 3.1 | 5 | -1.0 | -5 | 0.8 | -1.8 | -0.1
COc1ccccc1N(C)S(=O)(=O)c1ccc(C(=O)OCC(=O)N(C)c2ccccc2)cc1 | -5 | 0.4 | -11 | -1.8 | -0.6 | -1 | -1.1 | -4 | 0.1 | 4.1 | -0.3
Cc1c(C(=O)OCC(=O)NCc2ccco2)oc2ccccc12 | -2 | 4.5* | -3 | -1.1 | 2.1 | -7 | 0.6 | -2 | -1.7 | 1.5 | 1.9
CC(C(=O)OCC(=O)N1CCCCC1)N1C(=O)c2ccccc2C1=O (stereo not given) | -4 | 2.3 | -8 | 0.3 | 2.0 | 1 | -0.3 | 5 | 1.8 | 0.0 | -1.9
CC1=NN(c2ccccc2)C(=O)/C1=C/c1cccs1 | -1 | 0.3 | -3 | -1.1 | -0.2 | 16* | -0.6 | 1 | 2.9 | 1.6 | -2.8
O=C(COc1ncnc2sccc12)Nc1cccc(S(=O)(=O)N2CCCC2)c1 | 1 | 0.4 | 0 | -1.4 | 1.6 | -12 | 3.1 | 0 | -1.8 | 2.2 | 1.5
Cc1ccc(NC(N)=S)cc1C | -2 | -0.7 | 2 | -0.1 | -0.3 | 4 | -1.2 | 10 | 0.0 | 2.1 | -1.7
CC(C)(C)NCCOc1ccc2ccccc2c1 | -3 | 0.0 | -3 | -1.1 | 4.7 | 2 | 1.8 | 4 | -0.8 | 0.5 | 2.7
COc1ccccc1OCCCCN1CCCCC1 | -2 | 0.1 | 7 | -0.5 | 0.9 | 0 | 1.1 | -2 | -1.0 | 1.1 | -1.1
COc1cc(/C=N/NC(=O)CSCc2ccc([N+](=O)[O-])cc2)cc(OC)c1OC | -2 | -0.7 | -1 | -1.4 | -2.8 | 3 | -0.3 | -9 | -2.2 | 1.1 | -1.4
CCNC(=S)Nn1cnc2ccccc21 | 5 | 0.3 | -6 | -1.8 | -2.8 | -7 | 2.0 | 4 | 0.8 | 1.5 | 1.2
CCOP(=O)(OCC)C1NC(=O)N(c2ccccc2)C1=O (stereo not given) | -1 | 0.1 | 6 | -0.8 | 0.7 | -10 | -0.6 | -13 | -1.3 | 0.9 | 1.4
CCC(=O)c1ccc(OCC(=O)NCC2COc3ccccc3O2)cc1 (stereo not given) | -2 | 0.4 | 5 | -1.2 | -1.5 | -8 | -0.4 | -2 | 1.5 | 0.2 | 1.1
Nc1nonc1-n1nnc(C(=O)N/N=C/c2ccncc2)c1CSc1ccc(Cl)cc1 | 0 | -0.6 | 2 | -1.3 | 1.5 | -4 | 0.6 | -2 | -1.1 | -1.7 | -2.1
Brc1ccc(/C=N/Nc2nc3ccccc3o2)cc1 | 9.2* | 1.0 | 2 | 1.9* | 12* | -14 | 3.7 | -16 | 5.9* | 5.6 | -1.5
O=C(N/C(=C/c1ccc([N+](=O)[O-])cc1)C(=O)N1CCCC1)c1ccccc1 | 0 | -0.1 | -1 | -0.7 | 3.0 | -12 | 0.1 | 5 | -1.7 | 3.0 | 0.8
COc1ccc(O)c(/C=N/Nc2nc(C)cc(-c3ccccc3)n2)c1 | 3 | -0.2 | 10 | -1.4 | -1.8 | -28 | -1.1 | 5 | -1.6 | -0.2 | -1.2
COc1cc(C(=O)NCCC(=O)NCc2cccs2)cc(OC)c1OC | 4 | 1.3 | -3 | 0.5 | 0.8 | 2 | 1.2 | 4 | -0.8 | -1.2 | -2.4
O=C(CN1CCN(Cc2ccccc2)CC1)Nc1ccc(F)c(F)c1 | -3 | -0.5 | 0 | -0.9 | -2.6 | -7 | 1.1 | 8 | 0.6 | -0.9 | -0.5
O=C(Nc1cc(Cl)ccc1Oc1ccccc1)C1=COCCO1 | -2 | -1.2 | -1 | -1.2 | -3.3 | -3 | 0.0 | -4 | -1.4 | -0.3 | 1.0
COC(=O)c1ccc(Cn2ccc3ccc(-c4ccc5ccn(Cc6ccccc6)c5c4)cc32)cc1 | -2 | -0.6 | -4 | -1.3 | 0.3 | -29 | . | -3 | 0.9 | . | .
Cc1ccc(NC2=C(Cl)C(=O)OC2OC(=O)c2ccc(C)cc2)cc1 (stereo not given) | 2 | -0.5 | -5 | 0.1 | -2.5 | -5 | 0.3 | -25 | -0.7 | 3.5 | -0.9
Cc1c(OCC(=O)NCCCN2CCCC2=O)ccc2c3c(c(=O)oc12)CCCC3 | -2 | 0.0 | -1 | -0.9 | -2.2 | -15 | -0.2 | 5 | -1.3 | 2.4 | -1.0
CC(C)NC(=O)c1nc2ccccc2s1 | 2 | 0.1 | -3 | 3.2* | 0.7 | 1 | -0.9 | 4 | 2.7 | 3.7 | -2.5
CC(=O)c1ccc(NC(=O)CSC2=NS(=O)(=O)c3cc(Cl)ccc3N2)cc1 | -1 | -3.1 | 5 | -1.3 | 3.2 | -8 | -1.2 | -33 | -1.1 | -1.0 | -0.3
O=C(Cn1ncc2c3ccccc3n(Cc3ccccc3)c2c1=O)NC1CCCC1 | -4 | -0.9 | 7 | 0.6 | -1.1 | -7 | -0.1 | 11 | -0.4 | 0.5 | 0.5
O=C(NCc1cnn(-c2ccccc2)c1)C1CCC(=O)N(C2CC2)C1 (stereo not given) | -1 | -1.4 | -9 | 0.1 | -1.1 | -6 | -0.4 | 4 | 1.0 | 0.0 | -1.4
CCOC(=O)C1=C(CC)OC(N)=C(C#N)C1c1ccsc1 (stereo not given) | -3 | -0.5 | -3 | -1.2 | -0.6 | -6 | -0.8 | -22 | -0.8 | 1.1 | -0.5
O=C1c2ccccc2C(Nc2ccc3c(c2)OCCO3)N1c1ccccn1 (stereo not given) | -1 | -1.4 | 5 | -1.6 | -4.7 | -1 | -1.9 | 5 | -2.7 | -3.2 | -2.5
CCCCOc1ccc(CSC(=N)N)cc1[N+](=O)[O-] | 1 | -1.4 | 4 | -0.8 | 1.1 | -1 | 2.0 | 35* | -0.5 | -0.6 | -3.7
COc1ccc(NC(=O)CC2C(=O)NC3CCCCC3N2C(=O)c2ccc(F)cc2)cc1 (stereo not given) | 0 | -0.6 | -4 | -1.2 | 1.0 | 1 | -0.7 | 2 | -1.3 | 1.3 | 0.8
O=C1Cc2ccccc2C(=O)N1 | -2 | 0.8 | -10 | -0.8 | 0.6 | 0 | . | 1 | 0.0 | . | -2.9
CC(C)=CCN1CCN(Cc2coc3ccc(C)cc3c2=O)CC1CCO (stereo not given) | -1 | 0.0 | -5 | -0.6 | -0.7 | -16 | 2.7 | -4 | 0.6 | -0.4 | -2.3
CCOc1ccc(OCCCN(C)C)cc1 | 4 | 0.8 | 6 | -0.5 | 0.8 | 4 | 1.7 | 1 | -1.3 | 1.9 | -0.2
Cc1cccc(N2C(=O)CCC2=O)c1 | -1 | -0.3 | -1 | -0.7 | -0.7 | 0 | 0.8 | 3 | -0.5 | 2.6 | 0.7
Cc1c(C(=O)NCCC2=CCCCC2)cccc1[N+](=O)[O-] | 4 | 0.7 | -1 | -0.2 | 5.8 | 4 | 0.8 | -2 | 0.7 | 3.6 | 0.4
CCN(CC)C(=S)SCC(=O)Nc1nc(-c2ccccc2)c(-c2ccccc2)o1 | -2 | -0.9 | -2 | -0.9 | -0.5 | -8 | -1.0 | -10 | -2.9 | 2.3 | 0.0
CCCn1c(-c2nonc2N)nc2ccccc21 | -2 | -1.0 | -2 | -1.3 | 0.3 | -5 | -0.1 | -5 | -1.3 | -2.1 | -0.9
CC(Cc1c[nH]c2ccccc12)C(=O)N1CCN(c2ccccc2F)CC1 (stereo not given) | 1 | 0.1 | -5 | -0.2 | -4.2 | -6 | -0.4 | -66 | 2.0 | 0.3 | 1.7
O=[N+]([O-])c1ccccc1S(=O)(=O)Nc1ccc(S(=O)(=O)Nc2nccs2)cc1 | 0 | -0.4 | 5 | -0.4 | -2.0 | -5 | 0.4 | 2 | -1.8 | -1.3 | -1.5
Cc1ccc(S(=O)(=O)CCC(=O)OCC(=O)c2c[nH]c3ccccc23)cc1 | -4 | -0.7 | 1 | 0.4 | 5.3 | -4 | -0.5 | -21 | 9.4* | 2.4 | -0.7
CCCCNC(=O)C1CCN(Cc2ccc(OCc3ccccc3)c(OC)c2)CC1 | 9.4* | 0.2 | 1 | -1.0 | 4.2 | 1 | 0.8 | -5 | -0.5 | 5.2 | 0.6
COC(=O)c1ccc(C(=O)Nc2ccc(F)cc2)cc1 | 4 | 0.3 | 0 | -1.2 | 2.2 | 0 | 1.7 | 3 | 2.2 | 2.4 | 2.0
COc1ccc(S(=O)(=O)NC(C)C)cc1C(=O)N1CCOCC1 | -4 | 0.7 | 1 | -2.0 | 3.3 | -1 | 0.9 | -2 | -1.9 | 1.1 | 1.1
CN(C)c1ccc(-c2nc3ncc(Cl)cc3[nH]2)cc1 | -4 | 0.2 | -5 | -1.4 | 0.3 | i | . | 10 | -1.8 | . | .
CCC(=O)OC1(C(=O)CCl)[C@@H](C)C[C@H]2[C@@H]3CCC4=CC(=O)C=C[C@]4(C)[C@@]3(F)[C@@H](O)C[C@@]21C (stereo not given in full) | 3 | 1.9 | 4 | -1.3 | -4.1 | 4 | 1.2 | -16 | -2.4 | -8.3 | 0.0
CC(=O)Nc1ccc(/C(N=Nc2ccccc2)=N/N=C(N)N)cc1 | 2 | 3.3 | -1 | 1.6* | 13* | -6 | 4.5* | 4 | 5.1 | -0.3 | -8.3
